KKLEB tox: CF airway cell cytotoxicity counter-screen. KKLEB CF airway cells viability, ATPlite luminescence, overnight; active compounds read low; cells stimulated with P. aeruginosa culture filtrate. activity change (cytotoxicity), % at 5 µM. 0.36% of 360,000 active;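 active = corrected activity change at or below -50% at 5 µM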
NR2F2 inh: inhibitors of human COUP-TFII (NR2F2). inhibition, % at 8.6 µM. HEK293T NGFI-A luciferase reporter, luminescence. AID 686940. 0.7% of 370,000 active. P24468;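 active = inhibition above a per-plate cutoff, mean inhibition of test wells between control levels plus 3 SD, cut at about 38% in these data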;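 note: cells cotransfected with COUP-TFII expression vector driving the NGFI-A reporter; 0% = median of COUP-TF2 test wells and 100% = reporter-only cells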
Target sequence (P24468 whole entry, looked up): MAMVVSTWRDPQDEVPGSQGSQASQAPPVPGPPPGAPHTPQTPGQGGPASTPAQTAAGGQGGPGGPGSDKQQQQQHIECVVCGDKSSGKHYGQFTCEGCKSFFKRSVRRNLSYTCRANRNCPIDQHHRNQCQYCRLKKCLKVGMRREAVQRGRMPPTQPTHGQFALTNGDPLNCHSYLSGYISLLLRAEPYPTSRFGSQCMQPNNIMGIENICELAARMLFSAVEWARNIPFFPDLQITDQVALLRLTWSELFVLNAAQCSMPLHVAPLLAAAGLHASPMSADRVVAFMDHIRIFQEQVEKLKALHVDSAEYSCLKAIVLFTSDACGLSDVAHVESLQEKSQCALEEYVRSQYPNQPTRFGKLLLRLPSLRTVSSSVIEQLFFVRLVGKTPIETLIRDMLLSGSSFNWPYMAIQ
Shn3 inh set2: reduces Shn3 3'UTR luciferase signal in osteoblasts; Clone20 osteoblast Shn3 3'UTR firefly luciferase, 24 h; inhibition, % at 12.5 µM; 0.52% of 360,000 active;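 active = mean inhibition of at least 75% with every replicate also reaching 75%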;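 note: 0% = median of neutral control wells and 100% = pilot-screen positive control compound; some compounds past the cut are filed as inactive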
NCOA1 inh: inhibitors of human steroid receptor coactivator 1 (SRC1); Q15788; HEK293 GAL4-SRC1 luciferase reporter, luminescence; inhibition, % at 3.6 µM; 0.12% of 360,000 active;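 active = inhibition above the campaign mean plus 3 SD, with each screening campaign given its own cutoff, cut at about 60% in these data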;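 note: 0% = DMSO treated cells and 100% = gossypol at 36 µM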
CF NFkB inh: blocks PAF-induced NF-kB reporter in cystic fibrosis cells. KKLEB NF-kB-GFP reporter, GFP fluorescence overnight. inhibition, % at 5 µM. 0.86% of 360,000 active. AID 588850;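 active = at least 50% inhibition at 5 µM, scaled per plate between neutral and stimulator controls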;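 note: PAF is a Pseudomonas aeruginosa culture filtrate used as stimulus; plate controls were PAF-stimulated DMSO wells for no effect and unstimulated DMSO wells for full effect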
C8 TRAIL sens: caspase-8 TRAIL sensitization; NB7+C8 cells + TRAIL, ATPlite viability luminescence; inhibition (viability loss, TRAIL sensitization), % at 10 µM; 1% of 360,000 active;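 active = compounds causing at least 50% loss of cell viability in the single-dose screen, relative to plate controls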
LRH-1 inv ag: suppresses constitutive activity of human LRH-1. O00482. HEK293T StAR-luciferase reporter, LRH-1 transfected, 24 h. inhibition, % at 3.6 µM. 0.13% of 360,000 active. AID 602396;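 active = inhibition above the mean inhibition of all tested compounds plus 3 SD, cut at about 73% in these data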;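 note: 0% = DMSO wells and 100% = reporter-only cells lacking LRH-1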
Target sequence (O00482 whole entry, looked up): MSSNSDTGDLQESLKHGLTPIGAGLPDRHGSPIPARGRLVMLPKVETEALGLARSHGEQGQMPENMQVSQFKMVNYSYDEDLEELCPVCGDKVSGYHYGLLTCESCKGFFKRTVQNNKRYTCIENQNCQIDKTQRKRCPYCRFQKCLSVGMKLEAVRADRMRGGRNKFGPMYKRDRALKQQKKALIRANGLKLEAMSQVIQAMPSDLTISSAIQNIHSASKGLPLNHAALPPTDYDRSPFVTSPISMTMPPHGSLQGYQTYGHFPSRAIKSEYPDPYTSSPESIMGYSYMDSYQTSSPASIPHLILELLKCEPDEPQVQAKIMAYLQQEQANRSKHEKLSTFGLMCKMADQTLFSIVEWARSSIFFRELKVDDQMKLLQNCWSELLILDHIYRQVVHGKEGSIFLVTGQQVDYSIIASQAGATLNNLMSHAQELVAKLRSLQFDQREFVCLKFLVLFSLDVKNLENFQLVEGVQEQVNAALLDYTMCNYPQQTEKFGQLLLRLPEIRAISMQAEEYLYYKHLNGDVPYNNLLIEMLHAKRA
TROY signal inh: blocks TROY-dependent signaling in reporter cells | Q293 LMP1-TROYcd NF-kB luciferase reporter, 4 h | 0.98% of 360,000 active | inhibition, % at 10 µM;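 active = compounds whose plate-normalised and pattern-corrected inhibition of the luciferase reporter signal at the single screening dose is 50% or more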
LMP1 NFkB inh: Epstein-Barr LMP1 NF-kappaB reporter inhibition; AID 504558; LMP1-induced NF-kappaB luciferase reporter cells, luminescence; 0.69% of 350,000 active; inhibition, % at 12.5 µM; in the data active = inhibition above about 41%;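 note: 0% = neutral control wells and 100% = reference inhibitor control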
NCOA3 inh: inhibitors of human steroid receptor coactivator 3 (SRC3); inhibition, % at 3.6 µM; 0.17% of 360,000 active; HEK293 GAL4-SRC3 luciferase reporter, luminescence; Q9Y6Q9;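 active = inhibition above a per-campaign cutoff, the mean of all compounds plus 3 SD, cut at about 60% in these data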;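 note: 0% = DMSO-treated cells and 100% = gossypol-treated cells at 36 µM; higher means less SRC3-driven luciferase light from the GAL4 reporter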
TWEAK Fn14 block: TWEAK-Fn14 signaling inhibition; 2% of 360,000 active; TWEAK-stimulated Fn14 reporter cells, luciferase luminescence, 8 h; inhibition, % at 10 µM; AID 1159606; in the data active = inhibition above about 50%
Starred values were filed as active, the others as inactive.

CCc1cc2c(=O)[nH]c(N3CCCC3)nc2s1 was read as KKLEB tox 4, NR2F2 inh 7, Shn3 inh set2 -6, NCOA1 inh -20, CF NFkB inh -32, C8 TRAIL sens -10, LRH-1 inv ag -30, TROY signal inh -27, LMP1 NFkB inh 5, NCOA3 inh -37 and TWEAK Fn14 block -44.
CC(=O)N1N=C(c2cccc(NS(C)(=O)=O)c2)CC1c1ccc2c(c1)OCO2 (stereo not drawn) was read as KKLEB tox 2, NR2F2 inh -14, Shn3 inh set2 -16, NCOA1 inh 1, CF NFkB inh 12, C8 TRAIL sens -13, LRH-1 inv ag -5, TROY signal inh -31, LMP1 NFkB inh -8, NCOA3 inh -23 and TWEAK Fn14 block -8.
For CCN(c1cccc(C)c1)S(=O)(=O)c1ccc(-c2ccc(=O)[nH]n2)o1 the results were KKLEB tox 3, NR2F2 inh 4, Shn3 inh set2 -3, NCOA1 inh 18, CF NFkB inh 6, C8 TRAIL sens 4, LRH-1 inv ag -1, TROY signal inh -10, NCOA3 inh 9 and TWEAK Fn14 block -13.
Cc1ccc(C(=O)O)cc1-n1c(C)cc(C=O)c1C was read as KKLEB tox 9, NR2F2 inh -4, Shn3 inh set2 -2, NCOA1 inh -13, CF NFkB inh -20, C8 TRAIL sens -9, LRH-1 inv ag -5, TROY signal inh 17, LMP1 NFkB inh 5, NCOA3 inh 3 and TWEAK Fn14 block 2.
O=C(CN(C(=O)CCC(=O)Nc1nccs1)c1cccc(F)c1)NCCc1ccccc1 was read as KKLEB tox 8, NR2F2 inh 7, Shn3 inh set2 -28, NCOA1 inh 11, CF NFkB inh -11, C8 TRAIL sens -5, LRH-1 inv ag 13, TROY signal inh -22, LMP1 NFkB inh -7, NCOA3 inh 15 and TWEAK Fn14 block -10.
Screening COCCN(CCOC)Cc1c(O)ccc2c1O/C(=C\c1ccc(C)o1)C2=O returned KKLEB tox 6, NR2F2 inh -8, Shn3 inh set2 -1, NCOA1 inh -15, CF NFkB inh 3, C8 TRAIL sens -21, LRH-1 inv ag -21, TROY signal inh -9, LMP1 NFkB inh 6, NCOA3 inh -11 and TWEAK Fn14 block -1.
COc1ccc(NC2=CC(c3ccc(OC)c(OC)c3)N(c3ccc(OC)cc3)C2=O)cc1 (stereo not drawn) was read as KKLEB tox -3, NR2F2 inh 3, Shn3 inh set2 1, NCOA1 inh 0, CF NFkB inh 4, C8 TRAIL sens 13, LRH-1 inv ag -6, TROY signal inh -14, LMP1 NFkB inh 12, NCOA3 inh 10 and TWEAK Fn14 block -17.
Screening CCCN1CCN(C(=S)NCc2ccc(Cl)cc2)CC1 returned KKLEB tox 4, NR2F2 inh -21, Shn3 inh set2 -5, NCOA1 inh -2, CF NFkB inh 2, C8 TRAIL sens 0, LRH-1 inv ag -12, TROY signal inh 3, LMP1 NFkB inh -12, NCOA3 inh -10 and TWEAK Fn14 block -7.
Screening CS(=O)(=O)N1N=C(c2ccc(Br)cc2)CC1c1ccc2c(c1)OCO2 (stereo not drawn) returned KKLEB tox -6, Shn3 inh set2 -68, NCOA1 inh -85, CF NFkB inh 10, C8 TRAIL sens 5, LRH-1 inv ag -58, TROY signal inh -26, LMP1 NFkB inh -70, NCOA3 inh -73 and TWEAK Fn14 block 6.
For N#CCCN(C(=O)COC(=O)CNC(=O)c1ccc(-c2ccccc2)cc1)c1ccc(F)cc1 the results were KKLEB tox -19, NR2F2 inh -13, Shn3 inh set2 3, NCOA1 inh -8, CF NFkB inh 13, C8 TRAIL sens -1, LRH-1 inv ag -3, TROY signal inh -21, LMP1 NFkB inh 3, NCOA3 inh -12 and TWEAK Fn14 block -9.
O=C1C2C3C=CC(C3)C2C(=O)N1c1cccc(N2C(=O)C3C4C=CC(C4)C3C2=O)n1 (stereo not drawn) was read as KKLEB tox 7, NR2F2 inh -3, Shn3 inh set2 18, NCOA1 inh -1, CF NFkB inh 0, C8 TRAIL sens 4, LRH-1 inv ag -2, TROY signal inh 10, LMP1 NFkB inh 6, NCOA3 inh 6 and TWEAK Fn14 block -11.
NNC(=O)c1nc(Cl)c(Cl)c(N)c1Cl was read as KKLEB tox 4, NR2F2 inh 13, Shn3 inh set2 0, NCOA1 inh -31, CF NFkB inh -14, C8 TRAIL sens -9, LRH-1 inv ag 18, TROY signal inh -5, LMP1 NFkB inh 2, NCOA3 inh 10 and TWEAK Fn14 block 1.
Cc1ccc(CN2CC(=O)N3[C@H]4c5cc(Cl)ccc5OC[C@@H]4[C@H](c4ccccc4)[C@]3(C)C2=O)cc1 was read as KKLEB tox -11, NR2F2 inh 0, Shn3 inh set2 22, NCOA1 inh -3, CF NFkB inh 26, C8 TRAIL sens 6, LRH-1 inv ag -22, TROY signal inh 12, LMP1 NFkB inh -3, NCOA3 inh 15 and TWEAK Fn14 block -1.
Cc1c(Cl)cccc1NC(=S)NCCC(C)C was read as KKLEB tox -6, NR2F2 inh -2, Shn3 inh set2 1, NCOA1 inh -21, CF NFkB inh 1, C8 TRAIL sens -11, LRH-1 inv ag -1, TROY signal inh -2, LMP1 NFkB inh -2, NCOA3 inh 11 and TWEAK Fn14 block -5.
For O=C(Nc1ccn(CCCNCCN2CCOCC2)c(=O)n1)OCc1ccccc1 the results were KKLEB tox 7, NR2F2 inh -19, Shn3 inh set2 -21, NCOA1 inh 4, CF NFkB inh -13, C8 TRAIL sens -7, LRH-1 inv ag 6, TROY signal inh -1, LMP1 NFkB inh -5, NCOA3 inh 0 and TWEAK Fn14 block 1.

The list goes on, overlapping the part above by two compounds.
Cc1c(Cl)cccc1NC(=S)NCCC(C)C was read as KKLEB tox -6, NR2F2 inh -2, Shn3 inh set2 1, NCOA1 inh -21, CF NFkB inh 1, C8 TRAIL sens -11, LRH-1 inv ag -1, TROY signal inh -2, LMP1 NFkB inh -2, NCOA3 inh 11 and TWEAK Fn14 block -5.
For O=C(Nc1ccn(CCCNCCN2CCOCC2)c(=O)n1)OCc1ccccc1 the results were KKLEB tox 7, NR2F2 inh -19, Shn3 inh set2 -21, NCOA1 inh 4, CF NFkB inh -13, C8 TRAIL sens -7, LRH-1 inv ag 6, TROY signal inh -1, LMP1 NFkB inh -5, NCOA3 inh 0 and TWEAK Fn14 block 1.
O=C(CNS(=O)(=O)c1ccc(Br)s1)N1CCN(C(=O)c2ccco2)CC1 was read as KKLEB tox 0, NR2F2 inh 8, Shn3 inh set2 4, NCOA1 inh 11, CF NFkB inh 12, C8 TRAIL sens -12, LRH-1 inv ag 1, TROY signal inh 6, LMP1 NFkB inh -4, NCOA3 inh 10 and TWEAK Fn14 block 12.
Cc1ccc(S(=O)(=O)N2CCCCC2)cc1C(=O)N(C)CC(=O)Nc1cccc(F)c1 was read as KKLEB tox -7, NR2F2 inh -3, Shn3 inh set2 7, NCOA1 inh 6, CF NFkB inh -18, C8 TRAIL sens 1, LRH-1 inv ag -4, TROY signal inh 2, LMP1 NFkB inh 2, NCOA3 inh -7 and TWEAK Fn14 block -2.
For CN(CC(=O)Nc1ccccc1Cl)C(=O)COC(=O)C1CCN(c2ccc(C(F)(F)F)cn2)CC1 the results were KKLEB tox -6, NR2F2 inh -1, Shn3 inh set2 1, NCOA1 inh 0, CF NFkB inh -14, C8 TRAIL sens -3, LRH-1 inv ag -3, TROY signal inh -26, LMP1 NFkB inh 2, NCOA3 inh 1 and TWEAK Fn14 block -9.
O=C1CC2CS(=O)(=O)CC2N1C1CCCCC1 (stereo not drawn) was read as KKLEB tox -11, NR2F2 inh 5, Shn3 inh set2 -2, NCOA1 inh -13, CF NFkB inh 0, C8 TRAIL sens -5, LRH-1 inv ag -30, TROY signal inh 2, LMP1 NFkB inh -6, NCOA3 inh -8 and TWEAK Fn14 block -9.
Screening COc1ccccc1N1CCN(CC(=O)N2CCCC2)CC1 returned KKLEB tox -6, NR2F2 inh -2, Shn3 inh set2 10, NCOA1 inh -52, CF NFkB inh -2, C8 TRAIL sens -8, LRH-1 inv ag 2, TROY signal inh -6, LMP1 NFkB inh -1, NCOA3 inh 0 and TWEAK Fn14 block 11.
Screening COc1ccc(CCNC(=O)c2cc(S(=O)(=O)N(C)C)ccc2N2CCCC2)cc1OC returned KKLEB tox 1, NR2F2 inh -7, Shn3 inh set2 40, NCOA1 inh 3, CF NFkB inh 0, C8 TRAIL sens -4, LRH-1 inv ag -9, TROY signal inh 3, LMP1 NFkB inh 10, NCOA3 inh -19 and TWEAK Fn14 block 3.
`O=C1c2ccccc2C(c2nnnn2-c2ccc3c(c2)OCCO3)N1CCc1ccc(O)cc1` (stereo not drawn) gave NR2F2 inh -3, C8 TRAIL sens 3, LRH-1 inv ag 3, TROY signal inh -9 and TWEAK Fn14 block 10.
C[C@@H]1CN([C@H](C)CO)C(=O)c2cc(NC(=O)Nc3ccc(C(F)(F)F)cc3)ccc2O[C@H]1CN(C)S(=O)(=O)c1cccs1 was read as KKLEB tox 1, NR2F2 inh 24, Shn3 inh set2 2, NCOA1 inh 22, CF NFkB inh 57*, C8 TRAIL sens 3, LRH-1 inv ag 21, TROY signal inh 33, LMP1 NFkB inh -1, NCOA3 inh 21 and TWEAK Fn14 block 42.
For CC1(C(=O)Nc2ccc3c(c2)OCCO3)CCN1C(=O)Cc1cc(F)ccc1F (stereo not drawn) the results were KKLEB tox 4, NR2F2 inh 14, Shn3 inh set2 -6, NCOA1 inh 3, CF NFkB inh 16, C8 TRAIL sens -10, LRH-1 inv ag 1, TROY signal inh 5, NCOA3 inh 3 and TWEAK Fn14 block -3.
COC(=O)CCC(=O)OC1(C)C(=O)C2=CN(CCc3ccccn3)C(c3ccc(OC)cc3)=CC2=C(Br)C1=O (stereo not drawn) was read as KKLEB tox 5, Shn3 inh set2 9, NCOA1 inh -28, CF NFkB inh 0, C8 TRAIL sens -10, LRH-1 inv ag -8, TROY signal inh -2, LMP1 NFkB inh 10, NCOA3 inh -14 and TWEAK Fn14 block -8.
Screening Cc1ccc2c(c1)C1CN(C)CCC1N2C(=O)c1ccccc1NS(=O)(=O)c1ccc(F)cc1C (stereo not drawn) returned KKLEB tox -11, NR2F2 inh -2, Shn3 inh set2 -3, NCOA1 inh 20, CF NFkB inh 14, C8 TRAIL sens 1, LRH-1 inv ag 14, TROY signal inh 7, LMP1 NFkB inh 6, NCOA3 inh 15 and TWEAK Fn14 block 9.
OCCN1CCN(c2ncnc3c2sc2nc(N4CCOCC4)c4c(c23)CCC4)CC1 was read as KKLEB tox -14, NR2F2 inh -1, Shn3 inh set2 15, NCOA1 inh -9, CF NFkB inh -15, C8 TRAIL sens 12, LRH-1 inv ag 29, TROY signal inh 0, LMP1 NFkB inh -10, NCOA3 inh -20 and TWEAK Fn14 block -21.
O=C(CN1C(=O)NC2(CCCCC2)C1=O)NCCCSc1ccccc1 was read as KKLEB tox 2, NR2F2 inh 1, Shn3 inh set2 8, NCOA1 inh -28, CF NFkB inh 10, C8 TRAIL sens 8, LRH-1 inv ag 12, TROY signal inh 4, LMP1 NFkB inh -6, NCOA3 inh 15 and TWEAK Fn14 block -3.
`CC1(c2ccc(Cl)cc2)NC(=S)N2C1NC(=S)N2c1ccccc1` (stereo not drawn) gave KKLEB tox 19, NR2F2 inh 0, Shn3 inh set2 -33, NCOA1 inh -28, CF NFkB inh -6, C8 TRAIL sens 4, LRH-1 inv ag 0, TROY signal inh -18, LMP1 NFkB inh -22, NCOA3 inh 1 and TWEAK Fn14 block 2.

High-throughput results: PubChem, several laboratories

An excerpt; count on the stated rates, not on these rows.
